Source: PubChem (several laboratories)
HEK293 NOD2/NF-kB – NOD2 signaling inhibitors, cell-based, luminescence, uHTS, HEK293 (AID 1566); 290,000 compounds, 0.63% hits; HEK293 NOD2/NF-kB luciferase reporter, luminescence; higher % means a stronger effect; inhibition, % at 4 µM; hits with a dose series show EC50 in µM; note: many of its hits are not listed in these tables
KOR beta-arrestin-1 – KOR agonists, beta-arrestin recruitment, primary screen, cell-based, luminescence, uHTS (AID 1777); KOR beta-arrestin recruitment, luminescence; higher % means a stronger effect; one-dose activation, % at 10 µM; EC50 in µM for titrated hits; 280,000 compounds, 0.02% hits; in the data active = activation above about 50%, passing the limit was not always enough; note: a part of the inactive calls stands beside numbers as strong as those of hits
HIV peptide binding – inhibitors of HIV fusion peptide binding, primary screen, biochemical, uHTS, fluorescence dequenching (AID 1986). cell-free peptide binding, fluorescence dequenching, 30 min; higher % means a stronger effect. 290,000 compounds, 0.3% hits. one-dose inhibition, % at 20 µM; IC50 in µM for titrated hits; in the data active = inhibition mostly above about 52%, no sharp cut-off; inactive = mostly below about 76%; note: some results filed as inactive read as strong as hits
AID2073 – inhibitors of Mint1-CaV2.2 protein interaction, biochemical, HTRF (AID 2073) | 290,000 compounds, 0.19% hits | inhibition, % at 20 µM; hits with a dose series show IC50 in µM | HTRF protein-protein interaction, Mint1-CaV2.2; higher % means a stronger effect; in the data active = inhibition mostly above about 51%, no sharp cut-off; inconclusive = no clear call, values can overlap the other calls; inactive = mostly below about 53%; note: some results filed as inactive read as strong as hits
KOR beta-arrestin-2 – kappa opioid receptor blockers – cell-based, luminescence, uHTS (AID 1778); one-dose inhibition, % at 10 µM; IC50 in µM for titrated hits; 290,000 compounds, 0.091% hits; KOR beta-arrestin recruitment, luminescence, antagonist mode; higher % means a stronger effect; note: strong numbers were not always called active
NS5 inhibitors – flavivirus cap methylation enzyme inhibition – biochemical, confirmation dose response, primary screen (AID 588689); Dengue-2 NS5 methyltransferase capping enzyme assay, biochemical; higher % means a stronger effect; inhibition, % at 25 µM, or IC50 in µM where a hit was titrated; 340,000 compounds, 0.3% hits; in the data active = a potency from the dose series; inconclusive = inhibition above about 29% without an active follow-up result
Yfh1-depleted yeast – mitochondrial function rescue without frataxin homolog – Friedreich's ataxia, plus single-dose screen, dose response (AID 1465); S. cerevisiae Yfh1-off respiration, WST-1 reduction, 72 h; higher fold induction means a stronger effect; one-dose fold induction at 50 µM; EC50 in µM for titrated hits; 220,000 compounds, 0.074% hits;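 active = fold induction of absorbance versus untreated yeast above a set limit, then at least 30% activation at any dose in follow-up; inconclusive = repeats straddling the limit, or above it without dose testing; inactive = fold induction below the set limit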;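 note: activators that raise dye reduction in frataxin-depleted yeast; strong numbers were not always called active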
West Nile antiviral – inhibition of WNV-induced cytopathic effect – cell-based, CPE readout (AID 1621) | West Nile virus-infected cells, CPE inhibition; higher % means a stronger effect | one-dose CPE inhibition, % at 10 µM; IC50 in µM for titrated hits | 290,000 compounds, 0.02% hits; in the data active = a potency from the dose series; inconclusive = CPE inhibition mostly from about 3.7% at the one dose, without a potency; inactive = the rest, 99 in 100 with CPE inhibition below about 2.2%; note: strong numbers were not always called active
NOD1 NF-kB reporter – NOD1 signaling inhibitors, primary screen, cell-based, luminescence, uHTS (AID 1578); 290,000 compounds, 1% hits; inhibition, % at 4 µM, or EC50 in µM where a hit was titrated; NOD1-driven NF-kB luciferase reporter cells, luminescence; higher % means a stronger effect; in the data active = inhibition mostly above about 36%, no sharp cut-off; inactive = mostly below about 34%;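 note: HEK-293T reporter cells stimulated with the NOD1 agonist gamma-tri-DAP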
NS5 inhibitors pilot replicate – second read-out of NS5 inhibitors, no call of its own (marks repeat the call); inhibition, %; measured here: pilot screen replicate inhibition
* marks the source's active call; other numbers are inactive results; i = inactive; ? = inconclusive; . = no result given; [ ] = remark or other dose. Cut-off read from the data, not from the text of the source, unless noted: active = inhibition above about 50%; inactive = the rest. These rows are one share of the data. The share of hits here may be higher or lower than overall.

SMILES	HEK293 NOD2/NF-kB	KOR beta-arrestin-1	HIV peptide binding	AID2073	KOR beta-arrestin-2	NS5 inhibitors	Yfh1-depleted yeast	West Nile antiviral	NOD1 NF-kB reporter	others
COc1ccc(-c2cn3cccnc3n2)cc1F	-55%	0.0%	-0.2%	?	-19%	-4%	i	1.0%	-9%
O=C(Nc1cccc(C(F)(F)F)c1)C(Sc1ncnc2ccccc12)c1ccccc1 (configuration not stated)	8%	-2.0%	-0.6%	8%	4%	0%	i	-1.3%	-3%
COc1ccc(CCN2C(=O)CC(Cc3ccc(Br)cc3)C2=O)cc1OC (configuration not stated)	15%	-1.6%	1.9%	1%	15%	1%	i	-1.8%	1%
O=C(NNc1nc2c(F)cccc2s1)C1=COCCO1	14%	2.0%	-1.0%	-19%	-23%	-10%	i	0.2%	-38%
O=C(COc1ccccc1)N1N=C(c2cccnc2)CC1(O)C(F)(F)F (configuration not stated)	18%	0.1%	-1.9%	-11%	-3%	-7%	i	-0.2%	-6%
Cc1cnc(C(=O)OCC(=O)NC2CCCCCC2)cn1	7%	8.7%	-1.7%	-5%	-15%	.	i	-0.2%	-17%
COc1cccc(C2SCC(=O)N2c2ccc(Br)cc2)c1OC (configuration not stated)	-4%	5.8%	-0.9%	2%	8%	-5%	i	-1.0%	-7%
Cc1cc(-c2nnc(SCC(=O)Nc3ccccn3)o2)no1	4%	-5.7%	-0.4%	8%	-23%	-1%	i	-0.1%	-31%
CCOC(=O)c1c(C)oc2c1c(C(c1ccccc1)N1CCOCC1)c(O)c1ccccc12 (configuration not stated)	-32%	0.4%	2.9%	8%	25%	6%	i	-1.2%	30%	NS5 inhibitors pilot replicate=-3.8
N#Cc1c(F)cccc1N1CCN(Cc2ccc3c(c2)OCO3)CC1	10%	3.8%	-0.9%	16%	-18%	5%	.	-1.0%	-9%
O=C(NCc1cccs1)c1cccc(Nc2nc3ccc(Br)cc3[nH]2)c1	0%	-0.9%	-1.8%	15%	3%	-3%	i	-0.5%	5%
CSCC[C@H](NC(=O)OC(C)(C)C)c1nnc(SCC(N)=O)o1	12%	-2.8%	2.2%	4%	-32%	3%	i	0.2%	33%
Cc1ccc(-n2c(C)nnc2SCC(=O)Nc2ccccc2)cc1	6%	3.1%	-1.0%	-10%	-43%	0%	.	.	-39%
COC(=O)[C@]1(S(=O)(=O)c2ccccc2)C[C@@H]2ON=C(c3ccc(OC)cc3)[C@@H]2C1	13%	-1.1%	1.3%	10%	-2%[20 µM]	2%	.	-0.9%	-1%
COc1ccc(C(=O)N2CCCN(C)CC2)c(OC)c1	4%	1.6%	3.6%	13%	-10%	0%	.	0.1%	-22%
COC(=O)N/N=C/c1cccs1	2%	.	-0.2%	-3%	18%[20 µM]	6%	i	0.4%	-14%
CN(C)C(=O)c1cc([N+](=O)[O-])ccc1O	11%	-3.1%	-1.3%	0%	-10%	-2%	i	0.4%	-4%
O=C(CSc1ccc(F)cc1)Nc1ccc(N2CCOCC2)c(Cl)c1	4%	1.7%	1.3%	34%	-2%	-5%	.	-0.4%	-13%
CCC1(C)Cc2ccccc2-c2nc3n(c(=O)c21)CCS3 (configuration not stated)	22%	7.1%	-2.4%	16%	-14%	-4%	i	-1.4%	5%
Cc1cc(N2CCCCC2)nc2ccc(NC(=O)c3ccc(Br)o3)cc12	28%	-5.7%	1.9%	7%	-2%	-3%	i	2.5%	-6%
Cc1cc(C)c(C#N)c(N2CCC(C(N)=O)CC2)n1	18%	-4.3%	-0.1%	16%	2%[20 µM]	3%	i	0.2%	-23%
NC(=O)c1ccc(OCC(F)(F)C(F)(F)C(F)(F)C(F)(F)C(F)(F)C(F)F)cc1	15%	1.8%	-2.0%	2%	-4%	0%	i	1.1%	-43%
COCCN1C(=O)c2oc3ccccc3c(=O)c2C1c1ccc(O)c(OC)c1 (configuration not stated)	-3%	0.2%	1.3%	8%	-3%	-7%	i	-0.1%	-24%
CCOCCCNc1nc(=S)[nH]c2cc(OC)c(OC)cc12	0%	3.4%	-0.2%	-35%	3%	-8%	i	0.1%	-35%
C=CCNC(=O)CN(c1cccc(Br)c1)S(C)(=O)=O	4%	-2.5%	0.9%	-7%	3%	-2%	i	0.3%	.
SMILES	HEK293 NOD2/NF-kB	KOR beta-arrestin-1	HIV peptide binding	AID2073	KOR beta-arrestin-2	NS5 inhibitors	Yfh1-depleted yeast	West Nile antiviral	NOD1 NF-kB reporter	others
CCOc1ccc(OCCC(=O)OCC(=O)Nc2ccc(N3CCOCC3)cc2)cc1	12%	-1.7%	-0.3%	0%	22%	-2%	.	0.2%	-3%
Clc1ccc(-c2c[n+](Cc3ccc(Br)cc3)c3n2CCCCC3)cc1	-4%	7.3%	-1.3%	-12%	30%	8%	.	0.4%	-4%
Cc1ccc(S(=O)(=O)N(CC(=O)N(C(C)C)C(C)C)C(=O)N2CCN(C)CC2)cc1	7%	-2.2%	-0.4%	12%	-61%	-6%	.	0.2%	-11%
CC(C)CCNC(=S)Nc1ccccc1F	-1%	-3.4%	-1.3%	-21%	58%	1%	i	-0.4%	-7%
COC(=O)CC1C(=O)NC2CCCCC2N1C(=O)CCl (configuration not stated)	-31%	3.2%	-0.5%	41%	-26%	.	i	0.0%	11%
O=C(/C=C/c1ccccc1)NC(NC(=S)Nc1cccc(Cl)c1)C(Cl)(Cl)Cl (configuration not stated)	-18%	4.8%	-1.8%	-7%	4%	-16%	i	-0.9%	21%
CCCC1=NN2C(=N)/C(=C\c3ccc(OCCOc4ccc(NC(C)=O)cc4)c(OC)c3)C(=O)N=C2S1	6%	0.0%	22%	6%	-16%	-5%	.	0.0%	-10%
O=[N+]([O-])c1ccc(NNS(=O)(=O)c2cc(Cl)ccc2Cl)nc1	10%	5.1%	6.3%	-3%	-20%	2%	.	0.1%	-9%
COc1ccc(C(=O)/C=C2/Sc3cc4c(cc3N2C)OCO4)cc1	-34%	-2.7%	-2.8%	39%	-11%	5%	i	-0.5%	-30%
O=C(O)C1CSC2(c3ccc(Br)cc3)CCC(=O)N12 (configuration not stated)	12%	-3.1%	-1.0%	0%	8%	.	i	0.6%	-21%
COc1ccc2cc(C(=O)C3CCCN(C(=O)/C=C/c4ccccn4)C3)ccc2c1 (configuration not stated)	9%	.	0.8%	8%	-5%[20 µM]	-6%	i	1.5%	-31%
CC(C)C(C)NC(=O)COc1nc2ccccc2nc1N(C)C1CCCCC1 (configuration not stated)	1%	-3.9%	2.3%	5%	10%	-6%	.	-1.0%	-14%
O=Cc1ccc(OCc2ccccn2)cc1	3%	3.5%	1.1%	?	-31%	1%	i	0.3%	-19%
Cc1cccc(C)c1NC(=S)NC(C)CCc1ccccc1 (configuration not stated)	-69%	1.6%	-0.7%	4%	16%	-6%	i	-0.5%	-33%
Cc1cc(=O)c(C(=O)O)nn1-c1ccccc1Cl	1%	9.3%	-0.4%	-1%	-23%	6%	.	0.1%	-30%
Cc1ccc(N(C)C(=O)N2CCN(S(=O)(=O)c3ccc(C)cc3)CC2)cc1	-9%	1.1%	0.5%	-3%	10%	-10%	i	-0.2%	-11%
c1ccc(Cc2nn3c(Cn4nnc5ccccc54)nnc3s2)cc1	4%	-2.5%	1.8%	-27%	12%	6%	.	.	-12%
Cn1cccc1C(=O)N/N=C/c1c(Cl)cccc1Cl	-68%	-6.4%	-0.5%	-4%	18%	-1%	.	0.4%	-1%
O=C(CSc1nnc(-c2ccco2)o1)NC1CCCCCC1	-8%	-1.4%	3.7%	-2%	-14%	-6%	i	0.1%	-6%
COc1cc(SC)ccc1C(=O)OCC(=O)NC(=O)NC(C)C	-5%	-1.1%	-1.3%	9%	2%	-2%	i	0.8%	-29%
O=C(Nc1cccc(Cl)c1)N(Cc1nc2ccccc2c(=O)[nH]1)C1CCCC1	2%	-8.4%	2.3%	3%	4%	-5%	i	-1.1%	-27%
CC(=O)Nc1ccc(S(=O)(=O)N2CCN(C(=O)Cc3ccccc3)CC2)cc1	3%	-7.5%	-1.3%	0%	15%	4%	i	0.4%	-32%
O=C(NCc1ccc2c(c1)OCO2)c1ccc(Br)cc1	12%	-6.4%	-0.4%	10%	5%	-12%	.	-1.1%	-25%
S=C1NC[C@H](CC2CCCCC2)N1CCCCC1CCCCC1	5%	-2.8%	-1.2%	9%	28%	0%	i	0.1%	-4%
Cc1occc1C(=O)NC(C)C1CCCO1 (configuration not stated)	4%	-4.6%	1.9%	16%	18%	9%	i	-0.1%	-24%
SMILES	HEK293 NOD2/NF-kB	KOR beta-arrestin-1	HIV peptide binding	AID2073	KOR beta-arrestin-2	NS5 inhibitors	Yfh1-depleted yeast	West Nile antiviral	NOD1 NF-kB reporter	others
COC(=O)Nc1nnc(SCc2ccc(C)cc2)s1	-8%	12%	-0.1%	-5%	4%	-5%	i	-0.1%	-29%
O=C(NCc1ccc2c(c1)OCO2)c1ccc(CSCc2ccccc2Cl)o1	-9%	-1.1%	0.4%	2%	-8%	-6%	i	-0.6%	-15%
O=C(NC1CCOC1)c1ccc(OC2CCN(CCc3ccccc3)CC2)cc1 (configuration not stated)	6%	.	-0.4%	44%	-57%[20 µM]	-5%	i	-0.4%	-37%
O=C(Nc1ccccc1)N1CC=C(c2ccccc2)CC1	-67%	-2.9%	-0.3%	-7%	34%	.	i	0.2%	-40%
COc1ccc(-n2c(N)c(Br)c(=O)[nH]c2=O)cc1	9%	6.1%	-1.1%	-9%	12%	-2%	i	-0.3%	-1%
CCCNc1nc(-c2cc(-c3ccc(Cl)cc3)on2)cc(C(C)C)n1	28%	-3.6%	-1.6%	-6%	15%	-7%	i	-0.1%	-6%
COc1ccc(-n2ncc3c(NCCCN4CCOCC4)ncnc32)cc1	13%	-2.2%	0.7%	8%	-29%	1%	i	0.2%	-25%
C=CCn1cccc(C(=O)Nc2ccc(OC)cc2OC)c1=O	-12%	8.2%	0.1%	11%	0%	-1%	i	-0.3%	-64%
CC1CCc2sc3ncnc(N4CCN(C)CC4)c3c2C1 (configuration not stated)	13%	0.2%	0.5%	6%	-38%[20 µM]	-1%	.	-0.7%	14%	NS5 inhibitors pilot replicate=3.0
Cc1nc2ncnn2c(N2CCN(C(=O)c3cccc(F)c3)CC2)c1Cc1ccccc1	34%	-2.7%	0.9%	0%	-26%	-2%	i	-0.5%	-2%
CC1(C)Cc2cccc(C(=O)NC3CCN(Cc4ccccc4)CC3)c2O1	-8%	-2.5%	1.2%	-2%	16%	-13%	i	0.0%	-5%
COc1ccc(CC(=O)Nc2ccccc2NC(=O)c2ccco2)cc1OC	12%	-1.0%	-1.4%	-1%	-21%[20 µM]	1%	i	0.1%	0%
Cc1ccc(NC(=O)CSc2nnc(CCC(=O)O)c(=O)[nH]2)cc1	12%	2.9%	-1.4%	-2%	4%	1%	i	0.6%	-10%
